BRCA1 expr up: BRCA1 expression activation; MCF7-BRCA1-FFLuc reporter, luminescence, 48 h; response scale: scaled: vehicle 0%, 10 µM genistein 100%; 380,000 compounds, 1.1% hits; Potency, µM (titrated, usually from 46.1 µM), inactives show at the top dose activation, most hits filed as activators; AID 624202; also: potency is read from the fitted curve at half-maximal effect; nearly all actives have a fitted effect of over 80% in size; some results filed as inactive show a strong effect at the top dose
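Luminescence from a BRCA1-driven firefly luciferase in MCF7 cells was read after 48 h compound exposure at 37 C. Data normalized against DMSO and a 10microM genistein activation control, then curve-fitted across the titration.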
CXXC DNA block: inhibitors of human MLL CXXC domain-DNA interaction | MLL-CXXC / FITC-HOXA9 DNA fluorescence polarization | Potency, µM (titrated, usually from 115 µM), for the others: top-dose activity change, negative = inhibition, most hits filed as inhibitors | 290,000 compounds, 0.037% hits | AID 2662; active = well fitted inhibition curve with a large enough effect in the polarisation, with a control signal flat, not every such curve was filed as active; inconclusive = small, poorly fitted or top-dose-only effect, or effect the other way, or a change in a side signal; inactive = no such curve, though single readings can be large or run the other way; the % refers to the polarisation; also: potency is read from the fitted curve at half-maximal effect
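Fluorescence polarization: 7 uM MLL-CXXC (stock) preincubated 5 min with compounds, then 50 nM fluorescein-HOX-A9 DNA (stock) added; 30 min ambient. Buffer 50 mM Tris-HCl pH 7.5, 50 mM NaCl, 1 mM DTT, 0.05% BSA.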
p53 reactivation: restores transcriptional activity of mutant p53; H1299 p53-A138V BP100-luciferase reporter, luminescence, 24 h; Potency, µM (top dose mostly 92.2 µM), without a hit: at the highest dose activity change, positive = activation, actives largely listed as activators; 320,000 compounds, 0.063% hits; also: potency is read from the fitted curve at half-maximal effect; % of control where 0% means no effect; nearly all actives have a fitted effect of over 45% in size
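p53-null H1299 cells stably carrying temperature-sensitive p53-A138V and a BP100-luciferase reporter were pinned with compounds (4-point, 1:5 series) and held 24 hrs at 37 deg C. Luminescence was read 10 min after detection reagent.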
TCR activator: activates T cell receptor signaling; primary human leukocytes, anti-CD3, IL-2 HTRF, 48 h; Potency, µM (top dose mostly 9.22 µM), for the others: at the top dose activation of IL-2 secretion, usual class: activators; 330,000 tested, under 10 active; AID 504894; also: % of control where 0% means no effect
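HTRF read-out of IL-2 secretion: europium cryptate donor excited at 320nm, d2 acceptor emission at 665nm. Cells were primary human leukocytes incubated 48 hr with compounds and a-CD3 beads, supplying TCR signal only.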
a7 integrin act: activates integrin-mediated alleviation for muscular dystrophy. AID 624291. Potency, µM (doses to about 38.3 µM), without a hit: top-dose activation, actives largely listed as activators. 350,000 compounds, 0.064% hits. alpha7betagal myoblasts, beta-gal FDG fluorescence, 48 h;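 also: potency is read from the fitted curve at half-maximal effect; 100% = response of the positive control SU9516; nearly all actives have a fitted effect of over 60% in size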
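alpha7betagal+/- myoblasts (passage 13, 250/well) treated 48 h at 37C with compounds at 1:260 dilution of DMSO stock. Lysed, then beta-galactosidase activity read as FDG fluorescence (ex 480/em 540) after 30 min, with pre-read for autofluorescence.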
ELG1 repair inh: inhibitors of ELG1-dependent DNA repair in HEK293T cells. HEK293T ELG1-luciferase reporter, luminescence, 16 h; DNA damage induced by 5-fluorouridine. Potency, µM (doses to about 46.1 µM), inactives show at the top dose activity change, negative = inhibition, actives largely listed as inhibitors. 330,000 compounds, 2.3% hits; also: potency is read from the fitted curve at half-maximal effect; % is scaled to controls: 0 for no effect and ±100 for the full control effect; nearly all actives have a fitted effect of over 55% in size
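HEK293T cells expressing luciferase-tagged ELG1 (2,000/well) received 5-Fluorouridine plus compound or DMSO for 16 hr at 37 °C. Luciferase was read by ONE-Glo luminescence after 30 min at room temperature.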
TRPV1 agonist: activates the human vanilloid receptor TRPV1; Q8NER1; TRPV1-expressing cells, Fluo-8 calcium influx, agonist mode; 320,000 compounds, 0.19% hits; activation, % at 8.33 µM; in the data active = activation above about 80%; inconclusive = between about 30% and that limit; also: 0% is about no effect
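Fluo-8 calcium influx in TRPV1-expressing cells, kinetic read (ex 480/em 520 nm). Compound added and read 3 min for agonist activity, followed by capsaicin at EC20 final and 2 min further read for enhancement.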
B2AR arrestin: beta2AR (human) beta-arrestin recruitment activity | P07550 | beta-arrestin recruitment to beta2AR, cell-based reporter | Potency, µM (top dose mostly 46.1 µM), for the others: at the top dose activation, hits mostly activators | 330,000 compounds, 0.02% hits | AID 492947;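 also: potency is read from the fitted curve at half-maximal effect; 0% = DMSO controls and full agonism = EC100 isoproterenol or metaproterenol; nearly all actives have a fitted effect of over 65% in size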
Target sequence (P07550 whole entry, looked up): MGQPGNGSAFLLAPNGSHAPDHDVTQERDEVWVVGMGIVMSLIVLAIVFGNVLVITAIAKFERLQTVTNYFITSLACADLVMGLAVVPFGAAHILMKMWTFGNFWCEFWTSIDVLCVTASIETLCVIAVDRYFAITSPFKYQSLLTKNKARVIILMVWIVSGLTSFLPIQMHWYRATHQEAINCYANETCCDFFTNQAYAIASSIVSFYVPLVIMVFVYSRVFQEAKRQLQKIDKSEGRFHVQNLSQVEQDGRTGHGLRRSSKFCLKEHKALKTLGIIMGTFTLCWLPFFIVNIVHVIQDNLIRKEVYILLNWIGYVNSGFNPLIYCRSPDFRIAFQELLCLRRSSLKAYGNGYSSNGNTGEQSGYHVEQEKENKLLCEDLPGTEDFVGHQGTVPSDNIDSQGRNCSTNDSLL
PTAP TSG101 blk: blocks PTAP/TSG101 interaction to inhibit HIV-1 budding | Fluorescence polarization, FITC-PTAP peptide / Tsg101 binding | Potency, µM (highest dose often 115 µM), without a hit: top-dose activity change, negative = inhibition, most hits filed as inhibitors | Q99816 | 340,000 tested, under 10 active; active = well fitted inhibition curve with a large enough effect in the main read-out, with a control signal flat, not every such curve was filed as active; inconclusive = small, poorly fitted or top-dose-only effect, or effect the other way, or a change in a side signal; inactive = no such curve, though single readings can be large or run the other way; also: potency is read from the fitted curve at half-maximal effect; % of control where 0% means no effect
Target sequence (Q99816 whole entry, looked up): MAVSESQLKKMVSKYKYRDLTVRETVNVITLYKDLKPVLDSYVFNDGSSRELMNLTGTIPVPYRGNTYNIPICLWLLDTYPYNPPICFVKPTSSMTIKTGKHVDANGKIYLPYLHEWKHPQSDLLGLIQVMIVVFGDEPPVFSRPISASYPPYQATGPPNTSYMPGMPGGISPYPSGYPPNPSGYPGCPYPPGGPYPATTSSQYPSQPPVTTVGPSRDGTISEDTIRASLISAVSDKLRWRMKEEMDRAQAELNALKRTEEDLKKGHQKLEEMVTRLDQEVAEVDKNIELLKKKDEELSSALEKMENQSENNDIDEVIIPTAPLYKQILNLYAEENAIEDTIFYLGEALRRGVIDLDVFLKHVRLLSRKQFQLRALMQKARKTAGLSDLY
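Fluorescence anisotropy tracks displacement of a FITC-tagged PTAP peptide (50 nM) from the Tsg101 binding domain (10 uM), following a 20 min room-temperature incubation at pH 7.5.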
A-T KAP1 phos: potential ataxia-telangiectasia treatments restoring KAP-1 phosphorylation | 320,000 compounds, 0.19% hits | […] A-T fibroblasts, KAP-1 phosphorylation AlphaLISA; neocarzinostatin DNA damage 30 min before lysis | Potency, µM (top dose mostly 57.5 µM), without a hit: at the top dose activation, most hits filed as activators; also: potency is read from the fitted curve at half-maximal effect; % of control where 0% means no effect; nearly all actives have a fitted effect of over 45% in size
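ATM-like activity read as KAP-1 phosphorylation via AlphaLISA donor/acceptor antibody pairs after lysis and 6 hr at 25C. Cells were ATM-null patient fibroblasts ([…], hTERT), dosed 60 min, then exposed to the DSB inducer NCS for 30 min.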
The depositor's hits bear a star; ? = inconclusive; / = not tested or not shown; [ ] = dose if it differs, or a comment. Unless noted, calls follow the shape of the dose curve; as a rule, active = well fitted curve in the direction sought with a large enough effect; inconclusive = small, poorly fitted or top-dose-only effect, or another doubt; inactive = no such curve, though single readings can be large; an effect the other way counts as inactive or inconclusive.

SMILES | BRCA1 expr up | CXXC DNA block | p53 reactivation | TCR activator | a7 integrin act | ELG1 repair inh | TRPV1 agonist | B2AR arrestin | PTAP TSG101 blk | A-T KAP1 phos
CN1CCc2ccc(NC(=O)c3ccc(C(F)(F)F)cc3)cc2C1 | -16% | 5% | -4% | 1% | -23% | ? | ? | -0.2% | -1% | 3%
COc1ccc(C(=O)/C=C/c2cccc(OCc3ccccc3)c2)cc1CSCC(=O)O | -1% | ? | -41%[inhibitor] | 3% | -26% | ? | -4 | -1.0% | -9% | 11%
Cc1noc(C)c1CSc1nc2ccccc2nc1NS(=O)(=O)c1ccc(Cl)cc1 | -76% | 3% | 1% | 7% | 23% | 13µM* | 2 | -0.6% | -11% | 15%
CCOCCCn1c(=S)[nH]c2ncccc2c1=O | -4% | -8% | -11% | 0% | 14% | ? | -1 | 0.3% | -3% | 4%
c1ccc2c(c1)[nH]c1ccncc12 | 30% | / | -10% | -3% | 26% | -21% | 0 | -0.5% | -3% | 13%
O=c1ccc(-c2ccc(S(=O)(=O)Nc3cccc(F)c3)o2)n[nH]1 | 26% | -1% | 14% | -2% | -13% | 12% | 1 | 0.1% | 0% | -11%
CC1CCN(C(=O)COC(=O)c2ccc3ccccc3n2)CC1 | 10% | / | 4% | -48% | 4% | 4% | / | -0.4% | -10% | -1%
COc1ccc(C(=O)NC(=S)NCc2cccnc2)cc1Br | -22% | -3% | 11% | -17% | -36% | ? | 7 | -0.1% | -4% | 3%
COC(=O)Cn1c(=NC(=O)c2nc3ccccc3s2)sc2cc(S(N)(=O)=O)ccc21 | -88%[inhibitor] | 10% | -3% | 3%[46.1 µM] | -16% | -20% | -1 | 0.1% | -2% | 1%
Cc1nc2scc(-c3ccccc3)c2c(=O)n1N | 13% | 0% | 1% | -4% | -8% | -10% | 13 | 0.4% | -4% | 2%

In the list so far, these contain an aryl methoxy group.
SMILES | BRCA1 expr up | CXXC DNA block | p53 reactivation | TCR activator | a7 integrin act | ELG1 repair inh | TRPV1 agonist | B2AR arrestin | PTAP TSG101 blk | A-T KAP1 phos
COc1ccc(C(=O)/C=C/c2cccc(OCc3ccccc3)c2)cc1CSCC(=O)O | -1% | ? | -41%[inhibitor] | 3% | -26% | ? | -4 | -1.0% | -9% | 11%
COc1ccc(C(=O)NC(=S)NCc2cccnc2)cc1Br | -22% | -3% | 11% | -17% | -36% | ? | 7 | -0.1% | -4% | 3%

(listing goes on)
SMILES | BRCA1 expr up | CXXC DNA block | p53 reactivation | TCR activator | a7 integrin act | ELG1 repair inh | TRPV1 agonist | B2AR arrestin | PTAP TSG101 blk | A-T KAP1 phos
CC(C)NC(=O)N(C)C[C@@H]1Oc2ccc(NC(=O)CCN3CCOCC3)cc2CC(=O)N([C@@H](C)CO)C[C@@H]1C | 7% | / | -2% | -5% | 17% | ? | / | -0.2% | 1% | -5%
N#Cc1ccncc1Sc1ccc(Cl)cc1 | 1% | 5% | -7% | 2% | 0% | 6% | 6 | 0.3% | -7% | -1%
CCn1c(O)c(C=Nc2ccccc2)oc1=S | 31% | 9% | 12% | 4% | 4% | -20% | 2 | -1.3% | 0% | 3%
O=C(NN1C(=O)c2cc(Br)ccc2NC1c1ccccc1Cl)c1ccncc1 (stereo not given) | -54% | 0% | 1% | -4%[46.1 µM] | -13% | -6% | -4 | -0.8% | 0% | 2%
CCSc1nnc([C@@H](NC(=O)OC(C)(C)C)C(C)C)o1 | 6% | 1% | -3% | 0% | 15% | -12% | 7 | -0.1% | -2% | -19%
COc1ccc(OC)c(NC(=O)CN2C(=O)COc3ccc(C)cc32)c1 | 2% | -3% | / | -1% | 16% | -4% | 9 | -0.5% | -5% | 6%
O=C(N/N=C/c1ccccc1Cl)c1[nH]c2ccc(Br)cc2c1-c1ccccc1 | -82% | 13% | 0% | -4%[46.1 µM] | ? | 12% | 6 | -0.3% | ? | -3%
COC(=O)C1=C(C)NC(C)=C(C(=O)OC)C1c1ccc2ccccc2n1 | -37% | 13% | -6% | 0% | 28% | 26% | -1 | -0.1% | 1% | 8%
CC(Oc1ccc(-c2ccccc2)cc1)C(=O)N1CCOCC1 (stereo not given) | 57% | 10% | 12% | -21% | -4% | 10% | ? | -1.0% | -1% | 3%
COc1ccc(-c2oc3cccnc3c2/C=C/c2ccc(OC)c(OC)c2)cc1 | 12% | -2% | / | -14% | 0% | ? | 7 | -0.7% | 0% | 28µM*

Molecules above that contain a furan ring, fused or not, in the order listed:
SMILES | BRCA1 expr up | CXXC DNA block | p53 reactivation | TCR activator | a7 integrin act | ELG1 repair inh | TRPV1 agonist | B2AR arrestin | PTAP TSG101 blk | A-T KAP1 phos
O=c1ccc(-c2ccc(S(=O)(=O)Nc3cccc(F)c3)o2)n[nH]1 | 26% | -1% | 14% | -2% | -13% | 12% | 1 | 0.1% | 0% | -11%
COc1ccc(-c2oc3cccnc3c2/C=C/c2ccc(OC)c(OC)c2)cc1 | 12% | -2% | / | -14% | 0% | ? | 7 | -0.7% | 0% | 28µM*

Other records.
SMILES | BRCA1 expr up | CXXC DNA block | p53 reactivation | TCR activator | a7 integrin act | ELG1 repair inh | TRPV1 agonist | B2AR arrestin | PTAP TSG101 blk | A-T KAP1 phos
CCOC(=O)C1(CC)NC(c2ccc(OC)c(OC)c2)C2C(=O)N(c3cccc(C(C)=O)c3)C(=O)C21 (stereo not given) | 1% | -11% | 0% | 1% | -40% | -21% | -2 | -0.3% | -6% | -12%
COc1cccc(-n2c(C)nc3c(cnn3-c3ccc(C)cc3)c2=O)c1 | -30% | 0% | -12% | 2% | -22% | ? | 12 | 0.3% | -3% | -2%
COc1ccc(-n2nc(C(=O)NCC(=O)N3CCCC(C)C3)c3ccccc3c2=O)cc1Cl (stereo not given) | 48% | 3% | 16% | 4% | -7% | ? | ? | -0.8% | -6% | 7%
O=C(CN1C(=O)CSC1=O)Nc1ccccc1F | 17% | -6% | 17% | -1% | -19% | 5% | 0 | -0.2% | -3% | -2%
N#CCN1C(=O)C(=O)N(Cc2cccc(C(F)(F)F)c2)C1=O | -12% | -2% | -3% | 0% | 14% | 24% | 7 | 0.0% | -1% | 11%
Cc1cccc(NC(=O)c2cc(S(=O)(=O)N3CCCCC3)ccc2Cl)n1 | -8% | / | 4% | 0% | 7% | -19% | 15 | -0.2% | -4% | 3%
COCCN(C(=S)Nc1ccccc1OC)C1CCN(C(C)C)CC1 | -3% | -4% | 3% | -8% | 2% | 14% | 0 | 0.0% | 0% | 2%
CCCCC1CCC(C(=O)Nc2ccc(S(=O)(=O)Nc3nccs3)cc2)CC1 (stereo not given) | -29% | ? | -2% | -5% | -6% | 2% | -1 | 0.3% | -11% | 3%
COc1cc(C(=O)Nc2cc(S(=O)(=O)N3CCOCC3)ccc2N2CCN(C)CC2)cc(OC)c1OC | -6% | / | / | 1% | 17% | / | / | / | -5% | /
O=C(Nc1cccc(NC(=O)c2ccc3c(c2)OCO3)c1)c1ccccc1 | 57% | -5% | -6% | -1% | -4% | ? | 12 | 0.0% | -1% | -1%
Cc1c(NC(=O)CSCc2ccc(Cl)cc2Cl)cccc1C(=O)O | 21% | -7% | / | / | 5% | 5% | -3 | -1.0% | -2% | 8%
O=C(NNc1nc2c(F)cccc2s1)c1cc(=O)c2ccccc2o1 | 0% | 8% | ? | -12% | -2% | ? | -4 | 0.1% | -2% | -11%
O=[N+]([O-])c1cccc(Nc2c3ccccc3nc3ccccc23)c1 | 54% | 8% | -2% | / | 3% | -8% | 3 | -0.4% | -4% | 31%
COc1ccccc1N1CCN(/N=C\c2cccnc2)CC1 | 40% | -4% | -1% | -1% | 7% | ? | 5 | 0.1% | -7% | 2%
CN1C(=O)c2ccc(C(=O)NCc3ccccn3)cc2C1=O | -19% | 10% | 18% | 6% | -6% | -1% | 1 | 0.4% | -5% | 8%
Cc1ccc(CNC(=O)C2CCCN(c3ncnc4c3nc3n4CCCCC3)C2)cc1 (stereo not given) | 9% | -7% | ? | 1% | ? | -19% | 25 | 0.1% | -3% | 10%
CN(C)C1=NC[C@H](Cc2ccccc2)N1CC1CCCC1 | -3% | / | -9% | 3% | -31% | -3% | 4 | 0.4% | -1% | 19%
COC(=O)CSc1nc(NCC(C)C)nc(N2CCOCC2)n1 | -1% | -2% | -1% | -3% | -10% | ? | 1 | -0.2% | 5% | -14%
CCOC(=O)CCc1c(C)c2ccc(OCC(=O)OC(C)C)cc2oc1=O | 1% | 6% | 0% | 3% | 7% | 4% | 2 | -0.1% | -7% | 1%
O=C(NC1CCCc2c1cnn2-c1ccc(F)cc1F)c1ccccn1 (stereo not given) | -5% | 33%[activator] | 0% | 5% | -18% | -18% | 6 | -0.9% | -2% | -1%

Assay outcomes: PubChem BioAssay, National Center for Advancing Translational Sciences (NCATS)
